iPSC survival up – hiPSC single-cell survival enhancement; ATPlite luminescence; 100% = ROCK inhibitor wells, 0% = DMSO; survival enhancement, % at 20 µM; hit rate 0.044% among 360,000; AID 602274; in the data active = survival enhancement above about 18%;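 note: cells exposed to compounds for 16 hours before the ATP read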
Peg3 prom inh – reduces Peg3 promoter-driven luciferase expression in HeLa | HeLa PEG-Prom luciferase reporter, luminescence, overnight | inhibition, % at 20 µM | hit rate 1.7% among 360,000 | AID 588405;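 active = inhibition of at least 50% at 20 µM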
NR2E3 ag-1 – NR2E3 (human) agonism | Q9Y5X4 | GST-NR2E3/biotin-RetCOR TR-FRET, 1536-well | inhibition of corepressor binding, % at 4.78 µM | hit rate 0.12% among 320,000 | AID 2300;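 active = percent inhibition above the cutoff of mean plus 3 SD of all tested compounds, set per screening campaign, cut at about 20% in these data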;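 note: 0% = DMSO wells and 100% = biotin wells as full block of FRET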
Target sequence (Q9Y5X4 whole entry, looked up): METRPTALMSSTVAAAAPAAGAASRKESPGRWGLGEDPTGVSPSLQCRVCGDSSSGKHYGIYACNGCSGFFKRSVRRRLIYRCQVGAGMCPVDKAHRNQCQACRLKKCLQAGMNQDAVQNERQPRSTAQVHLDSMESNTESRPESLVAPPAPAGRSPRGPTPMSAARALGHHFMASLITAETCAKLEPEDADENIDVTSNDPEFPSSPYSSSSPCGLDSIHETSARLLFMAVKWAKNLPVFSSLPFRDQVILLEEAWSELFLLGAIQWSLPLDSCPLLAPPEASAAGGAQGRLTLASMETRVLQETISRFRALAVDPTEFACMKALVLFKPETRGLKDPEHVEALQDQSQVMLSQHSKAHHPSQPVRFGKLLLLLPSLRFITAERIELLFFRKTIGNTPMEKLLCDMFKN
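Material: NR2E3–RetCOR corepressor complex / Incubation: Compound–protein incubation for 5 h at 4 °C / Dosing: compound at 4.8 µM, single dose / Detection: time-resolved FRET / Benchmarks: high control biotin, low control 0.6% DMSO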
Shn3 inh set2 – Schnurri-3 reporter inhibition in Clone20 osteoblasts; Clone20 osteoblast Shn3 3'UTR firefly luciferase, 24 h; hit rate 0.52% among 360,000; inhibition, % at 12.5 µM;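 active = mean inhibition of at least 75% with every replicate also reaching 75%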;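 note: 0% = median of neutral control wells and 100% = pilot-screen positive control compound; some compounds past the cut are filed as inactive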
CaV13 ICDI inh – Disruptors of the CACNA1D IQ motif to Ca2+-dependent inactivation inhibitor domain association, primary screening, Förster resonance energy transfer in intact living … | hit rate 0.098% among 340,000 | HEK cells, CFP/YFP FRET ICDI-IQ, plate reader, 10 min; percent FRET-ratio fall versus neutral wells | inhibition, % at 12.3 µM;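 active = mean replicate inhibition of at least 30% and at least 1% of replicates passing that level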;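 note: 0% = median of the neutral control wells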
PDI turbidity – PDI (human) enzyme inhibition. hit rate 0.052% among 350,000. PDI insulin aggregation turbidity, A650, 90 min. P07237. inhibition, % at 10 µM. AID 588391;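 active = mean inhibition across replicates of 30% or more, whatever share of single replicates reach that level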;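 note: absorbance from insulin aggregation driven by PDI reduction with DTT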
Target sequence (P07237 whole entry, looked up): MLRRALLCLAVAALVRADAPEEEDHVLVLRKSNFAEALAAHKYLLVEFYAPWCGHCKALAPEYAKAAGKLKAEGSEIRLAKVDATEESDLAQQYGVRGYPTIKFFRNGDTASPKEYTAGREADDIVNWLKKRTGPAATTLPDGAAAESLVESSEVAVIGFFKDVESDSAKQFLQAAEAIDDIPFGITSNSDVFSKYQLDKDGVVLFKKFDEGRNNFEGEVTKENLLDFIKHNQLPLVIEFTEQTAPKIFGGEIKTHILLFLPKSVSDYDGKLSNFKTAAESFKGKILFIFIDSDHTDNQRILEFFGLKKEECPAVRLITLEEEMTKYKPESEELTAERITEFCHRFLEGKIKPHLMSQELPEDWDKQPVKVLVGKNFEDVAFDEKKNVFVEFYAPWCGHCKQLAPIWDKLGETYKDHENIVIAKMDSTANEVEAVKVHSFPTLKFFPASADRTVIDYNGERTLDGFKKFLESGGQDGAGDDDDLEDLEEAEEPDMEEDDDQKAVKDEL
TRPM1 prom inh – reduces MITF-dependent TRPM1 promoter luciferase signal; SK-MEL-5 TRPM1 promoter luciferase, 24 h; inhibition, % at 12.5 µM; hit rate 0.83% among 330,000; AID 488899;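 active = mean inhibition across replicates of 60% or more, whatever share of single replicates reaches that level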; note: values of inactives mirror those of a sister screen read the other way
HIF-2a inh – inhibitors of HIF-2a. hit rate 0.72% among 360,000. AID 624352. inhibition, % at 18.8 µM. 786-0 RCC cells HIF-2a reporter, luciferase luminescence, overnight;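 active = inhibition of the luminescence signal of 40% or more relative to plate controls, in a single-dose primary screen at 18.75 µM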
NR2E3 ag-2 – human photoreceptor-specific nuclear receptor agonism. Q9Y5X4. CHO-S Gal4-NCOR/VP16-NR2E3 two-hybrid, luciferase. inhibition of corepressor binding, % at 3.98 µM. hit rate 0.35% among 360,000. AID 602229;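 active = inhibition above the mean of all tested compounds plus 3 SD, cut at about 70% in these data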;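 note: 0% = DMSO with NR2E3 transfected cells and 100% = cells lacking NR2E3 construct; higher means lower luciferase signal from less NR2E3 corepressor binding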
H9c2 protect – myocardial damage modulation in H9c2 cells; H9c2 cardiomyocytes, H2O2 injury protection, ATPLite, 2 h; protection from H2O2 cell death, % at 20 µM; hit rate 0.63% among 360,000;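 active = compounds giving at least 50% protection of heart cells from peroxide-induced death in the single-dose screen, raw or plate-pattern-corrected value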;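 note: 0% = DMSO wells with peroxide and 100% = DMSO wells without peroxide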
HTR2A ag – mouse HTR2A agonism via beta-arrestin recruitment; P35363; CHO-K1 mHTR2A beta-arrestin complementation, luminescence; percent of 30 µM serotonin response; activation, % at 7.6 µM; hit rate 0.66% among 360,000; AID 624169;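 active = activation above a run cutoff, the mean activation of all tested compounds plus 3 SD, cut at about 14% in these data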;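 note: 0% = plate median of compound wells and 100% = 30 µM serotonin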
An asterisk follows results filed as active; nt = no result given. Rows are unselected; 3.9% or so of the library scored in one or more.

SMILES | iPSC survival up | Peg3 prom inh | NR2E3 ag-1 | Shn3 inh set2 | CaV13 ICDI inh | PDI turbidity | TRPM1 prom inh | HIF-2a inh | NR2E3 ag-2 | H9c2 protect | HTR2A ag
O=C(Nc1cccc(S(=O)(=O)NC2=NCCCCC2)c1)c1ccc(Cl)cc1 | -0.3 | -6 | nt | 42 | -2 | 2 | 28 | 17 | 18 | -10 | -2
O=C1C2CCCCN2C(=O)N1CCN1CCN(c2ccc(F)cc2)CC1 (stereo unspecified) | 0.7 | 15 | nt | -10 | -5 | -5 | 8 | 12 | 3 | -4 | -7
O=C(CSc1nnc(-c2ccncc2)o1)N1CCCC1 | 0.4 | 6 | 4 | -7 | -2 | -6 | -9 | 14 | -26 | 11 | 5
CCN(C(=S)Nc1cccnc1)c1cccc2ccccc12 | -2.0 | 11 | -3 | 12 | -7 | 2 | 23 | 9 | -2 | -18 | 2
CC(On1nnc2ccccc21)C(=O)N1CCN(Cc2ccccc2)CC1 (stereo unspecified) | -0.5 | -6 | 0 | -12 | -2 | 2 | -3 | -12 | -13 | 1 | 0
O=C(NNC(=S)NC(=O)c1ccccc1)c1ccc(O)cc1 | -0.9 | 13 | -1 | 10 | -5 | 1 | 11 | 12 | -4 | 19 | 0
CN(CC(=O)Nc1ccccc1C(=O)N1CCCC1)S(=O)(=O)c1ccc(Br)cc1 | 4.4 | 11 | 3 | 18 | -8 | 3 | -2 | 4 | 5 | 4 | 1
COC(=O)Cc1c(C)c2ccc(OCC(=O)N3CCCC(C)C3)c(C)c2oc1=O (stereo unspecified) | -0.5 | 16 | -1 | 49 | -6 | 1 | 4 | -1 | 29 | -12 | 15*
CC(C)(C)CC(=O)NC(=S)Nc1ccccc1[N+](=O)[O-] | -2.0 | 7 | -3 | 13 | 0 | -2 | 11 | 7 | -9 | -8 | -6
CC(C)(C)C(=O)NC(=S)Nc1cccc(C(=O)O)c1 | 1.5 | -189 | 1 | -54 | -4 | -2 | -82 | -158 | -91 | 4 | 6
CCOc1cc(N2CCOCC2)c(OCC)cc1NC(=O)c1cc(C)nc2ccccc12 | 0.5 | 16 | 2 | 2 | 3 | -3 | 2 | 2 | 9 | 7 | 6
O=C(O)C1CCN(C(=O)NC2CCCCC2)CC1 | -5.4 | 5 | -3 | -1 | nt | -1 | 11 | 8 | 18 | 0 | 12
COc1cccc(/C=C2\SC(=S)N(NS(=O)(=O)c3ccc(C)cc3)C2=O)c1OC | -0.3 | 7 | 3 | 10 | -4 | -16 | 10 | 18 | -20 | -5 | -3
CCc1nnc(NC(=O)c2cc(-c3ccncc3)nc3ccccc23)s1 | -0.5 | 14 | -5 | -1 | -2 | 6 | 16 | 13 | 11 | 10 | 4
CC1CCCN(C(=O)c2ccc3c(c2NCCO)C(=O)c2ccccc2C3=O)C1 (stereo unspecified) | 1.3 | 22 | -6 | 16 | -1 | 4 | -10 | 21 | 14 | 3 | -1
Cc1ccc(NC(=O)CSC2=NN3CCCC(=O)N=C3S2)c(C)c1 | -0.9 | -17 | 1 | 3 | -7 | 1 | 3 | 4 | 22 | -5 | -3
CN(CCOC(=O)/C=C/c1ccco1)Cc1ccccc1 | -1.8 | -1 | -1 | -6 | -5 | 0 | -13 | 18 | -13 | -11 | -1
COC(=O)C(CO)NC(=O)C(C)NC(=O)CNC(=O)OCc1ccccc1 (stereo unspecified) | -0.8 | 4 | 2 | -13 | -1 | 0 | -1 | 14 | -31 | 14 | 3
CNC(=O)c1nc(C)n(-c2cc(Cl)cc(Cl)c2)n1 | 6.6 | 14 | 0 | 16 | nt | -3 | 12 | 18 | 8 | 2 | 1
CCOc1cc(/C=N/NC(=O)c2ccccn2)ccc1OC(=O)c1ccc(F)cc1 | -0.4 | -75 | -6 | -24 | -6 | -8 | -13 | -92 | -54 | 33 | -7
CCOC(=O)N1CCC(NC(=O)CCN2C(=O)COc3ccccc32)CC1 | 8.4 | 0 | -4 | 14 | -7 | -4 | 2 | -13 | -5 | -4 | -4
COc1ccc(C(C)=O)cc1COc1ncnc2ccccc12 | -0.3 | -2 | 4 | 3 | -2 | 4 | 3 | 7 | 6 | 14 | -1
O=C(c1ccco1)n1nc(-c2ccc(Cl)cc2)nc1NCc1ccco1 | 1.0 | -169 | 2 | -8 | -5 | -1 | -41 | -116 | -10 | -5 | 4
CC(C)(C)OC(=O)N1CCN(C(=O)OCC2c3ccccc3-c3ccccc32)CC1C(=O)O (stereo unspecified) | -2.5 | 2 | 3 | -7 | -5 | 1 | 6 | 17 | 16 | 1 | -2
Cc1ncoc1C(=O)NC1CCCc2c1cnn2-c1cc(F)cc(F)c1 (stereo unspecified) | 1.6 | -13 | nt | 55 | -5 | -2 | nt | 6 | 9 | 0 | 6
CCOC(=O)c1oc2ccccc2c1COC(=O)CNC(=O)c1ccco1 | -0.3 | -6 | 1 | -16 | -5 | 8 | 1 | 2 | -23 | 4 | -6
CCOC(=O)c1sc(NC(=O)CN2CC(C)OC(C)C2)nc1C (stereo unspecified) | -0.6 | 10 | 5 | 0 | -6 | -1 | -6 | 23 | -1 | 5 | -2
O=C(O)CCN1C(=O)c2ccc(NC(=O)CSc3ccccc3)cc2C1=O | -2.6 | 7 | 0 | -31 | -5 | -1 | -6 | 2 | -24 | 12 | 1
OC(COc1ccccc1Br)CN1CCNCC1 (stereo unspecified) | 5.8 | 7 | nt | -13 | 6 | -36 | 15 | 17 | 13 | 0 | -4
CCOc1cc2c(cc1OC)C(NC(=O)C(F)(F)F)CC2=O (stereo unspecified) | -1.2 | 9 | 2 | -29 | -6 | 2 | 7 | 7 | -6 | 4 | 1
COc1ccccc1CCNS(=O)(=O)c1cc2c3c(c1)CCN3C(=O)CC2 | 0.5 | 17 | -1 | 7 | -6 | -1 | 3 | 5 | 13 | -5 | -7
CC(C)(C)n1nnnc1C(c1cccnc1)N1CCOCC1 (stereo unspecified) | 1.0 | 18 | 0 | -5 | -1 | 4 | 13 | 13 | -17 | -5 | 1
CC(SCc1ccccc1)C(=O)NC1CCCC1 (stereo unspecified) | -1.9 | 8 | 2 | -12 | -4 | 3 | -12 | -15 | -25 | 4 | -3
C=CCn1c(SCC(=O)Nc2nncs2)nnc1-c1ccco1 | 0.1 | 5 | 3 | 22 | -3 | -2 | -5 | 5 | -26 | 8 | 2
O=C(O)c1ccc(N2C(=O)CC(N3CCN(c4cccc(Cl)c4)CC3)C2=O)cc1 (stereo unspecified) | -0.3 | 2 | 0 | -3 | 3 | 12 | 4 | 17 | 12 | -2 | 4
S=c1[nH]nc(C2CCCCC2)n1/N=C/c1ccc(Cl)cc1 | -0.4 | 14 | 4 | -9 | -20 | 0 | -17 | 1 | 8 | -6 | 7
O=c1oc(Nc2ccc(F)cc2)nc2ccccc12 | -0.6 | -95 | 2 | -7 | -5 | 6 | 5 | -135 | -67 | -17 | 0
Cc1ccc(/C=N/NC(=O)C2CC(=O)N(c3ccccc3)C2)s1 (stereo unspecified) | 3.7 | 2 | 2 | 12 | -10 | -22 | 7 | -4 | -2 | 4 | -4
Cc1cc(C)cc(NC(=O)N2CCC(C(=O)c3ccc(F)cc3)CC2)c1 | 0.8 | -2 | 2 | 12 | -6 | 19 | 9 | -1 | 4 | -7 | -2
CC1CC(C)(C)CC2(C1)NC(=O)N(CC(=O)Nc1ccc(N3CCCCC3)cc1)C2=O (stereo unspecified) | 0.2 | 13 | 1 | -11 | -5 | 5 | -9 | -4 | -2 | -2 | -2

Profiles, quoted from the list:
`O=c1oc(Nc2ccc(F)cc2)nc2ccccc12` is listed with iPSC survival up: -0.6; Peg3 prom inh: -95; NR2E3 ag-1: 2; Shn3 inh set2: -7; CaV13 ICDI inh: -5; PDI turbidity: 6; TRPM1 prom inh: 5; HIF-2a inh: -135; NR2E3 ag-2: -67; H9c2 protect: -17; HTR2A ag: 0
`CC(C)(C)OC(=O)N1CCN(C(=O)OCC2c3ccccc3-c3ccccc32)CC1C(=O)O` (stereo unspecified) is listed with iPSC survival up: -2.5; Peg3 prom inh: 2; NR2E3 ag-1: 3; Shn3 inh set2: -7; CaV13 ICDI inh: -5; PDI turbidity: 1; TRPM1 prom inh: 6; HIF-2a inh: 17; NR2E3 ag-2: 16; H9c2 protect: 1; HTR2A ag: -2

Going on with the list.
SMILES | iPSC survival up | Peg3 prom inh | NR2E3 ag-1 | Shn3 inh set2 | CaV13 ICDI inh | PDI turbidity | TRPM1 prom inh | HIF-2a inh | NR2E3 ag-2 | H9c2 protect | HTR2A ag
CCOc1c(Br)cc(/C=N\NC(=O)c2ccccc2)cc1OC | -0.5 | -59 | 1 | -4 | -4 | 3 | -16 | -119 | -48 | 12 | 4
Clc1ccc2nc(-c3ccccc3)c(CC3CCCCC3)n2c1 | -0.6 | -20 | nt | 0 | -3 | nt | nt | -28 | -6 | 0 | -1
Cc1ccc(S(=O)(=O)N2CCOCC2)cc1C(=O)OCC(=O)N(Cc1ccccc1)C(C)C | -0.4 | 24 | 3 | 20 | -3 | 15 | 7 | 11 | 15 | 5 | 5
CCOC(=O)N1CCN(C(=O)CSc2ccccc2)CC1 | 6.5 | -12 | -3 | 15 | nt | 0 | 11 | -13 | 6 | 4 | -2
O=C1NC(=O)C2(CCCCC2C2CCCCC2)N1 (stereo unspecified) | -1.7 | 7 | nt | 76 | -9 | -20 | 4 | 12 | -24 | 10 | 1
O=S(=O)(NCCOc1ccc(F)cc1)c1ccc2c(c1)OCCO2 | 2.3 | 16 | 0 | -10 | -4 | -1 | 5 | 8 | 14 | -2 | -8
O=C(CCC(=O)OCc1ccc(C(=O)Oc2ccccc2)cc1)Nc1cccc2ccccc12 | 3.3 | -10 | 4 | -16 | -6 | -7 | 8 | 4 | -16 | -1 | -5
Cc1ccccc1CN1C(=O)Nc2ccccc2C(=O)N1C(C)(C)C | -2.3 | 21 | -3 | -16 | -4 | 3 | -4 | 14 | -1 | 3 | 5
CCCOc1ccc(C(C)=O)cc1CSCCC#N | -0.4 | 22 | 0 | 5 | 1 | -8 | 2 | 16 | -14 | -5 | 1
CC(C)CNC(=O)C1(C)CCCN1C(=O)c1csnn1 (stereo unspecified) | -0.2 | 1 | nt | 0 | -8 | 5 | nt | 11 | -15 | -1 | -3
Cc1ccc(C)c(S(=O)(=O)Nc2ccc(O)c(Sc3ncn[nH]3)c2)c1 | -0.4 | 10 | -1 | -17 | -3 | 5 | 4 | 10 | -29 | 0 | 4
CCN1C/C(=C\c2cccc([N+](=O)[O-])c2)C(=O)/C(=C/c2cccc([N+](=O)[O-])c2)C1 | 56* | 105* | nt | 95* | -5 | 6 | 93* | 97* | -11 | -24 | -2
